LmPK inhibitor – qHTS Assay for Inhibitors of Leishmania Mexicana Pyruvate Kinase (LmPK) | Potency, µM (series often up to 57.5 µM), without a hit: at the highest dose activity change, negative = inhibition, usual class: inhibitors | Q27686 | 290,000 compounds, 0.37% hits | purified LmPK, Kinase-Glo ATP luminescence, 1 h | AID 1721, 2009
Target sequence (Q27686 whole entry, looked up): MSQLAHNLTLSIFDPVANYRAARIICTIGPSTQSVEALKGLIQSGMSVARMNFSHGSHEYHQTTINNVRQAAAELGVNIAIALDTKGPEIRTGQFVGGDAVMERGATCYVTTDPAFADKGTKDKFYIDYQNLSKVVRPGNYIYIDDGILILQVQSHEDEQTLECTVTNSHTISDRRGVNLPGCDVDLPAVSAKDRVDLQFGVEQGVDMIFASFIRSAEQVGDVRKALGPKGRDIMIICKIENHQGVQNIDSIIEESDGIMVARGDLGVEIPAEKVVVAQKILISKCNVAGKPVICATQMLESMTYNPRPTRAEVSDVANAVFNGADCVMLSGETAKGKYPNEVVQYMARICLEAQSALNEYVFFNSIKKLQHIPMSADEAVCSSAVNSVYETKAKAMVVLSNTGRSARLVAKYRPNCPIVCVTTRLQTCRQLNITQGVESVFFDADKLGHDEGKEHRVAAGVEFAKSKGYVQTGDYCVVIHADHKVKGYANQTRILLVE
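qHTS format; LmPK 0.1 nM; substrates PEP 0.5 mM and ADP 0.1 mM. One-hour room-temperature incubation, then coupled luciferase luminescence; 0.5 nM enzyme wells mark activation.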
HCV inhibitor – qHTS Assay for Inhibitors of Hepatitis C Virus (HCV). Huh7.5.1 HCVcc-Cre infection, luciferase reporter, 44 h. Potency, µM (top dose mostly 41.8 µM), for the others: at the top dose activity change, negative = inhibition, most hits filed as inhibitors. 340,000 compounds, 3.4% hits. AID 651820, 2012
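Infectious HCVcc-Cre (~0.5 moi) was added to cells just after compound, with cells seeded 4 h earlier at 1,000 per well. Luciferase activity after 44 h culture reported infection; substrate was incubated 15 min at room temperature before reading.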
Pf growth 48h – Primary qHTS for delayed death inhibitors of the malarial parasite plastid, 48 hour incubation; P. falciparum luciferase growth in erythrocytes, 48 h; Potency, µM (doses to about 28.7 µM), for inactives: top-dose activity change, negative = inhibition, most hits filed as inhibitors; 310,000 compounds, 5.9% hits
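First compound was added to culture medium, then infected red cells at 0.1% parasitemia and 2% hematocrit (final). After incubation at 37 C under 5% CO2, luciferase detection reagent was dispensed and light output recorded.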
Pf growth 96h – Primary qHTS for delayed death inhibitors of the malarial parasite plastid, 96 hour incubation. AID 504834, 2011. P. falciparum luciferase reporter growth, 96 h. Potency, µM (top dose mostly 28.7 µM), without a hit: at the top dose activity change, negative = inhibition, usual class: inhibitors. 320,000 compounds, 6.9% hits
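Two-generation exposure (96 h) targets delayed-death phenotype. Reporter parasites carrying integrated firefly luciferase, in red cells at 2% hematocrit and 0.05% parasitemia final, kept at 37 C, 5% CO2; luminescence loss indicates inhibition.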
Tb PYK inh – qHTS of Trypanosoma Brucei Inhibitors; Potency, µM (top dose mostly 76.8 µM), inactives show top-dose activity, negative = inhibition, hits mostly inhibitors; TbPYK enzyme, Kinase-Glo Plus ATP luminescence, 45 min; pyruvate kinase (Trypanosoma brucei), Q57TT1; 410,000 compounds, 0.12% hits; further: nearly all actives have a fitted effect of over 50% in size
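Screened from lowest to highest concentration, compounds were pinned into TbPYK/substrate mixtures, and ADP (130 uM final) was added. Plates sat at room temperature for 45 min prior to Kinase-Glo Plus detection by luminescence.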
Sm TGR inh – qHTS Assay for the Inhibitors of Schistosoma Mansoni Peroxiredoxins. AID 485364, 2010. 360,000 compounds, 3% hits. Potency, µM (highest dose often 114 µM), inactives show top-dose activity change, negative = inhibition, usual class: inhibitors. purified TGR, DTNB reduction, TNB absorbance 405 nm. Schistosoma mansoni thioredoxin glutathione reductase (TGR), Q962Y6; further: nearly all actives have a fitted effect of over 60% in size
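Kinetic colorimetric format: TGR-catalysed, NADPH-driven DTNB reduction monitored via TNB absorbance. Enzyme dispensed at 20 nM; compound exposure 15 min at room temperature before reaction start.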
* hit, by the source's call; ? = inconclusive; . = no result given; & = joins results of further samples; [ ] = dose if it differs, or a comment. The call rests on the fitted dose curve; in most records, active means well fitted curve in the direction sought with a large enough effect; inconclusive means small, poorly fitted or top-dose-only effect, or another doubt; inactive means no such curve, though single readings can be large; an effect the other way counts as inactive or inconclusive. On the % scale 0 is the no-effect control and ±100 the full control effect; potency means the concentration at half of the fitted maximal effect. An unsorted share of the library. About 16% of those tested had a hit in this group.

SMILES	LmPK inhibitor	HCV inhibitor	Pf growth 48h	Pf growth 96h	Tb PYK inh	Sm TGR inh
COC(=O)C(c1ccccc1Cl)N1CCc2sccc2C1 (centres undefined)	.	.	?	11µM*	0%	.
COc1ccc(C(=O)Nc2nc(-c3ccc([N+](=O)[O-])cc3)c(-c3ccc(OC)cc3)s2)cc1	8%	?	12%	81%[activator]	1%	-1%
COC(=O)c1sccc1NC(=O)c1cc(-c2cccc(C)c2)nc2ccccc12	5%	7%	9.3µM*	-96%	-4%	?
N#CC(c1ccccc1)N(CCCCl)C(=O)c1ccc(Br)cc1 (centres undefined)	0%	?	-27%	?	-6%	2%
FC(F)(F)C(Cl)Br (centres undefined)	.	.	-27%	-50%	0%	.
COc1ccc(NC(=O)C(c2ccccc2)N(C)C(=O)c2ccc(=O)[nH]c2)cc1 (centres undefined)	-1%	8%	-1%	1µM*	-7%	-5%
Cc1ccc2ccc(S(=O)(=O)NCc3ccco3)cc2c1	-1%	-3%	44%[activator]	3%	-3%	13µM*
CCOC(=O)c1cc(C)sc1NC(=O)CN1CCN(C(=O)C2CCCO2)CC1 (centres undefined)	-8%	?	?	40%[activator]	3%	?
CCN(CC)S(=O)(=O)c1ccc(/C=C/C(=O)OCC(=O)N(C)C)cc1	3%	-15%	-12%	-2%	-1%	-8%
Cc1ccc(C(=O)NCCn2c(N)c(C#N)c3nc4ccccc4nc32)cc1	1%	7%	?	?	6%	6%
Cc1ccc(C(=O)CC(=O)c2ccccc2C)c(O)c1	-1%	?	?	?	-16%	7%
O=C(COC(=O)C1CCCCC1)Nc1ccc(N2CCCCC2)cc1	0%	19%	36%[activator]	?	-2%	-33%
N#Cc1ccc(CN2CCN(CC(=O)Nc3ccccc3C(=O)NC3CC3)CC2)cc1	.	0%	-10%	?	-2%	-12%
COC(=O)c1ccc(C(=O)NN)cc1	-1%	10%	33%[activator]	23%	-5%	12%
CCN1/C(=C2/SC(=S)NC2=O)Sc2ccccc21	0%	30%	-10%	29%	-2%	1%

Brought forward from above: two entries; new compounds follow.
SMILES	LmPK inhibitor	HCV inhibitor	Pf growth 48h	Pf growth 96h	Tb PYK inh	Sm TGR inh
COC(=O)c1ccc(C(=O)NN)cc1	-1%	10%	33%[activator]	23%	-5%	12%
CCN1/C(=C2/SC(=S)NC2=O)Sc2ccccc21	0%	30%	-10%	29%	-2%	1%
CC(=O)Nc1ccc2nc(NC(=O)COc3ccccc3Cl)sc2c1	-3%	?	28%	.	-1%	19%
C=CCNC(=O)C1CCC(C(=O)NCC=C)CC1 (centres undefined)	-1%	17%	14%	?	1%	9%
COc1cccc(N2C(=O)CC(N3CCN(S(=O)(=O)c4ccccc4)CC3)C2=O)c1 (centres undefined)	-1%	19%	?	-19%	-11%	40µM*
CN1CCN(CCC(=O)Nc2ccccc2)CC1	3%	2%	17%	5%	3%	84%[activator]
COc1ccc(C(=O)N2CCCC(C(N)=O)C2)cc1S(=O)(=O)N1CCOCC1 (centres undefined)	.	12%	-4%	2%	-5%	-2%
COc1ccc(CCNC(=O)CSc2nnc(Cn3c(=O)sc4ccccc43)n2C)cc1OC	-4%	-30%	1%	?	-7%	3%
Clc1ccc(Cn2ccc(C3CC3)n2)cc1	8%	3%	88%[activator]	98%[activator]	9%	7%
Cc1ccc(C(C)NC(=O)c2ccncc2)cc1C (centres undefined)	-1%	1%	-9%	-15%	2%	-1%
C[C@H](NC(=O)N1CCn2c1nc1ccccc12)C(=O)NCc1ccc(F)cc1	0%	3%	31%[activator]	22%	-5%	2%
Cc1ccccc1NC(=O)Cc1nc(COC(=O)c2cccnc2Cl)cs1	.	-14%	-12%	?	0%	10%
O=C(Nc1ccc(S(=O)(=O)Nc2cnc3ccccc3n2)cc1)c1ccc(Br)o1	5%	-27%&-3%	5%	-12%	-13%	?
Cc1cc(C)cc(OCC(=O)NNC(=S)NC(=O)C2CC2)c1	-8%	-5%	11%	?	-19%	3%
COCCCNC(=S)N(CCCN(C)C)Cc1cc2cc3c(cc2[nH]c1=O)OCCO3	3%	15%	30%[activator]	-9%	0%	?
O=C(CNC(=O)C1CCCCC1)NC1=NCCS1	-4%	5%	11%	1%	2%	8%
O=C(CN(Cc1ccccc1C(F)(F)F)C(=O)CNC(=O)c1ccco1)NC1CCCC1	4%	-16%	?	22%	1%	-9%
CCCCN1CCc2c([nH]c3ccc(C)cc23)C1=O	1%	0%	161%[activator]	101%[activator]	2%	-26%
Cc1cc2oc(=O)c(CC(=O)O)c(C)c2c2occ(C(C)(C)C)c12	0%	11%	-17%[0.00184 µM]	16%	-3%	-2%
O=C(Nc1ccc(C(=O)O)cc1)/C(=C\c1ccc2c(c1)OCO2)NC(=O)c1ccco1	-1%	14%	11%	?	2%	3%
CCN(C(=O)C1CCN(S(=O)(=O)c2cccc3nonc23)CC1)c1ccccc1	7%	1%	.	-26%	3%	5%
CNC(=O)C1CCN(C(=O)c2ccc(-c3ccccc3)cc2)CC1	4%	-10%	19%	?	-5%	23%
O=C(c1cc2nc(-c3ccco3)cc(C(F)(F)F)n2n1)N1CCCCCC1	3%	-21%	?	?	-2%	35µM*
CN1CCCCCC1=NC1=C(C#N)CCCC1	0%	13%	49%[activator]	-6%	-1%	-3%
CC(C)CC(=O)NC(=S)Nc1ccc(CN2CCOCC2)cc1	0%	0%	-2%	?	-1%	-12%
O=C(NC(Cc1c[nH]c2ccccc12)C(=O)O)/C(=C\c1ccc2c(c1)OCO2)NC(=O)c1ccccc1 (centres undefined)	8%	14%	16%	11%	-4%	83%[activator]
C/C(=N\NC(=S)NCc1ccccc1)c1ccccc1	3%	0%	21%	-3%	-6%	7%
O=C(/C=C/c1ccc([N+](=O)[O-])s1)N1CCCCC1	5%	?	?	?	-3%	20µM*
Cc1c(OC(C)C(=O)O)ccc2c3c(c(=O)oc12)CCCC3 (centres undefined)	-2%	12%	-1%	10µM*	-1%	-12%
CCN(C#N)c1nc(N(C)C)nc(N(C)C)n1	-11%	10µM*	0%	-11%	2%	1%
COc1ccc(/C=C(/NC(=O)c2cccs2)C(=O)Nc2ccc(C)cc2)cc1OC	2%	?	?	?	-6%	7%
OCc1ccc2c(c1)c(-c1ccc3c(c1)OCCO3)c(-c1ccccc1)n2-c1ccccc1	.	?	?	4.7µM*	-11%	-9%

3 structures out of the list, ordered by molar mass, descending.
SMILES	LmPK inhibitor	HCV inhibitor	Pf growth 48h	Pf growth 96h	Tb PYK inh	Sm TGR inh
O=C(NC(Cc1c[nH]c2ccccc12)C(=O)O)/C(=C\c1ccc2c(c1)OCO2)NC(=O)c1ccccc1 (centres undefined)	8%	14%	16%	11%	-4%	83%[activator]
CCN(C(=O)C1CCN(S(=O)(=O)c2cccc3nonc23)CC1)c1ccccc1	7%	1%	.	-26%	3%	5%
C/C(=N\NC(=S)NCc1ccccc1)c1ccccc1	3%	0%	21%	-3%	-6%	7%

Going on with the list.
SMILES	LmPK inhibitor	HCV inhibitor	Pf growth 48h	Pf growth 96h	Tb PYK inh	Sm TGR inh
Cc1cc(C)cc(NC(=O)CCNC(=O)N2C[C@H]3C[C@@H](C2)c2cccc(=O)n2C3)c1	-10%	3%	-13%	45%[activator]	2%	1%
CC(=O)Nc1ccc(-n2nnnc2SCC(=O)N2CCN(C(=O)c3ccco3)CC2)cc1	3%	8%	4%	87%[activator]	0%	-8%
CCCn1c(SCC(=O)N2CCOCC2)nnc1-c1ccncc1	-3%	17%	19%	13%	11%	1%
S=c1c2c(nc3nc[nH]n13)CCC2	-4%	2%	2.1µM*	1.7µM*	-29%	18µM*
COC(=O)/C=C1\SC(=Nc2ccc(Cl)c(Cl)c2)NC1=O	-7%	-8%	12%	?	0%	-1%
O=C(COc1ccc(Cl)cc1[N+](=O)[O-])NC1CCCCC1	-2%	?	111%[activator]	-9%	-2%	-1%
COc1ccc(/C=C2/Sc3ccc(C(=O)NCCN4CCCCCC4)cc3NC2=O)cc1	-4%	?	9.3µM*	?	1%	2%
CCCCNC(=O)C1CC(=O)N(CCC(C)C)C1 (centres undefined)	6%	6%	62%[activator]	.	0%	15%
Cc1nc(-c2ccc(F)cc2)c(CC(=O)N2CCN(S(=O)(=O)c3ccccc3Br)CC2)s1	-2%	.	?	8.3µM*	-6%	9%
CCOC(=O)CNC(=O)Cn1cnc2c(oc3ccccc32)c1=O	-2%	16%	50%[activator]	36%[activator]	0%	-28%
COc1ccccc1-c1nnc(C2CCN(S(=O)(=O)c3ccccc3[N+](=O)[O-])CC2)o1	9%	12%	-12%	?	-18%	-3%
COC(=O)c1nn(-c2ccc(F)cc2)ccc1=O	-3%	-7%	?	-15%	3%	12%
CC#CCN(CC#CC)S(=O)(=O)c1ccc(S(=O)(=O)N2CCOCC2)cc1	-2%	3%	-3%	7%[5.75 µM]	0%	-24%
Cc1ccc(/C=N/NC(=O)c2ccccn2)s1	-28%	8%	116%[activator]	168%[activator]	10%	-7%
CCOc1ccccc1NC(=S)N1CCN(c2nc(-c3cccc(OC)c3)cs2)CC1	4%	?	?	22%	3%	.

Continued; the last two above are carried over.
SMILES	LmPK inhibitor	HCV inhibitor	Pf growth 48h	Pf growth 96h	Tb PYK inh	Sm TGR inh
Cc1ccc(/C=N/NC(=O)c2ccccn2)s1	-28%	8%	116%[activator]	168%[activator]	10%	-7%
CCOc1ccccc1NC(=S)N1CCN(c2nc(-c3cccc(OC)c3)cs2)CC1	4%	?	?	22%	3%	.
COc1ccccc1N1C(=NC(=O)COc2ccccc2)SC2CS(=O)(=O)CC21 (centres undefined)	-3%	14%	-15%	?	-3%	-7%
COC(=O)CN1C(=O)CC(C)(C)Sc2ccccc21	-2%	-5%[8.37 µM]	7%	-35%	0%	1%
CCOC(=O)C1(Cc2ccccc2C(F)(F)F)CCN(C(=O)c2cc(C(C)=O)n[nH]2)CC1	-3%	-2%	?	?	0%	-6%[57.1 µM]
COCCN1Cc2cccc(C(=O)NC3CCCCCC3)c2C1=O	3%	-19%	?	?	3%	-1%
c1cnc2c(SCc3ccc(-c4nnco4)cc3)cccc2c1	-10%	-5%	68%[activator]	32%[activator]	-17%	-7%
Cc1ccc(C(=O)N2NC(c3ccc(F)cc3)C3C(=O)N(c4ccc(C)cc4)C(=O)C32)cc1 (centres undefined)	2%	0%[8.37 µM]	26%	-10%	-3%	-7%
CC(=O)Nc1nnc(SCc2cccc(F)c2)s1	-3%	13%	0%	61%[activator]	-2%	-2%
Cc1cc(C=C2C(=O)NC(=O)NC2=O)c(C)n1-c1ccc2c(c1)OCO2	-17%	36%[activator]	9%	?	9%	?
Cc1ccc(C(NC(=O)C2CCCCC2)c2c(O)ccc3ccccc23)cc1 (centres undefined)	-3%	?	?	?	-1%	-3%
CCCCN(C)C(=O)c1cn(C)c2ccc(S(=O)(=O)N3CCC(C)CC3)cc2c1=O	-1%	0%	-21%	?	-4%&0%	-14%&7%
CC(C)(C)C(=O)Nc1ccccc1C(=O)Nc1cc(Cl)ccc1Cl	11%	-33%	12µM*	4.1µM*	4%	12%
CC1CN(C(=S)NC(=O)C2CCCCC2)CC(C)O1 (centres undefined)	6%	9%	0%	-19%	-7%	-3%
O=S(=O)(Nc1ncccn1)c1ccc(NC(=S)N2CCN(Cc3ccc(F)cc3Cl)CC2)cc1	-15%	16%	-21%	?	1%	-12%
Cc1c(Cl)cccc1NC(=O)NCc1cccnc1	3%	1%	12%	10%	-1%	-23%

Source: PubChem (National Center for Advancing Translational Sciences (NCATS))
